Assay outcomes: PubChem BioAssay, The Scripps Research Institute Molecular Screening Center
M1 PAM parental: nonselective activator or artifact in parental CHO-K1 calcium assay | ATP EC20, Fluo-8 calcium fluorescence; 0% at ATP EC20, 100% at ATP max | activation, % at 3 µM | hit rate 0.02% among 360,000;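 active = activation above the run cutoff, the mean activation of all test compounds plus 3 SD, cut at about 40% in these data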;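 note: peak over basal fluorescence ratio in a 140 s read after ATP addition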
V1R ag counter: activates human V1a receptor in oxytocin agonist counter-screen. hit rate 0.25% among 320,000. activation, % at 3 µM. CHO-V1R cells, Fluo-8 calcium fluorescence, agonist mode; 0% DMSO, 100% 3 nM vasopressin;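 active = activation above the mean activation of all tested compounds plus 3 SD, per screening run, cut at about 20% in these data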;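 note: signal is peak over basal fluorescence ratio across a 100 second FLIPR read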
CHO parental Ca: counter-screen for OX1R antagonists: effect in parental CHO cells. parental CHO-K1, ATP-induced calcium, Fluo-8 fluorescence. inhibition, % at 5.6 µM. hit rate 0.63% among 330,000;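 active = inhibition above that plate's mean sample inhibition plus 3 SD, cut at about 26% in these data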;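 note: 0% = ATP-challenged DMSO wells and 100% = DMSO wells without ATP; some compounds past the cut are filed as inactive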
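test system = CHO parental line | reagent = ATP stimulus | measured by = intracellular calcium via Fluo-8 no-wash fluorescent dye | control set = ATP and no-ATP DMSO wells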
CHO-K1 Ca ag: counter-screen for M1 agonists: effect in parental CHO-K1 cells; Fluo-8 calcium fluorescence; scaled to maximal ATP response, vehicle zero; activation, % at 3 µM; hit rate 0.48% among 360,000; in the data active = activation above about 15%;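 note: untransfected CHO-K1 host cells lacking M1 receptor as counterscreen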
TAAR1 agonist: human TAAR1 agonism; Q96RJ0; CHO RD-HGA16 TAAR1, Fluo-8 calcium fluorescence; vehicle wells 0%, saturating PEA agonist 100%; activation, % at 3 µM; hit rate 0.99% among 360,000;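 active = activation above the mean activation of all test compounds in the run plus 3 SD, cut at about 38% in these data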
Target sequence (Q96RJ0 whole entry, looked up): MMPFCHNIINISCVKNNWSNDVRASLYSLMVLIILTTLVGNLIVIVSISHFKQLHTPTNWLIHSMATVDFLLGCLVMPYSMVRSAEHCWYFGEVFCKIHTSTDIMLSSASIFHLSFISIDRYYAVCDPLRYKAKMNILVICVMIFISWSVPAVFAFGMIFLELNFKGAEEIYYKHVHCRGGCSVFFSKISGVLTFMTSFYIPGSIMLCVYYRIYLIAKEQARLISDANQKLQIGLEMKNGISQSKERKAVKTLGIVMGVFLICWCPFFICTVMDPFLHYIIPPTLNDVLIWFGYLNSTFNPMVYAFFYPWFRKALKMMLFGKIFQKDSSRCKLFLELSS
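System: CHO-derived RD-HGA16 cells with stable Gα16 and human TAAR1 / Times: 17-24 h plating, Fluo-8 75 min 37 °C, 30 min RT / Technique: calcium-sensitive Fluo-8 signal, excitation 470-495, emission 515-575 nm / Measure: % activation relative to PEA EC100 response / Benchmarks: DMSO and PEA EC100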
OXTR potentiate: human OXTR potentiation. activation, % at 3 µM. CHO-OTR cells, Fluo-8 calcium fluorescence, potentiator mode; 0% = oxytocin EC15, 100% = EC100. AID 2445. hit rate 0.061% among 320,000;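 active = activation above that plate's cutoff, the mean activation of tested compounds plus 3 SD, cut at about 6.6% in these data, passing the limit was not always enough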;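 note: 100% uses oxytocin at 75 nM as the full agonist control; some results filed as inactive read as strong as hits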
Target sequence (P30559 whole entry, looked up): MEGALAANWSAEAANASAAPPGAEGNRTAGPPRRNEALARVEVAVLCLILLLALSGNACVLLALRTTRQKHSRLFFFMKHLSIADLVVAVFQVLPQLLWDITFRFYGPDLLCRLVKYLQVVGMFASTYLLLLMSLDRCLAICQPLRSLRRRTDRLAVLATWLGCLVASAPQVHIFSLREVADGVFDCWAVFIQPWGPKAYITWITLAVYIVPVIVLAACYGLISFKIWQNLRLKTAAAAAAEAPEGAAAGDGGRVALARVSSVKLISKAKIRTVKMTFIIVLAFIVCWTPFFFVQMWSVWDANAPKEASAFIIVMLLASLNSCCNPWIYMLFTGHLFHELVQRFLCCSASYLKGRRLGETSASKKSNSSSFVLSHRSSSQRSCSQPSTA
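Assay system: CHO cell line stably expressing human OTR | Also added: Oxytocin at about EC15, sub-maximal agonist stimulus | Times: Compound 6 min at room temperature before oxytocin, 100 s read | Measured by: Fluo-8 intracellular calcium fluorescence, ex 470-495, em 515-575 nm | Controls: EC15 oxytocin alone as 0%, 75 nM oxytocin as 100%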
M1 ag: activates human CHRM1 receptor; AID 588814; CHO-K1 hM1, Fluo-8 calcium fluorescence, agonist mode; 0% DMSO, 100% acetylcholine EC100; activation, % at 3 µM; P11229; hit rate 0.33% among 360,000;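 active = activation above the run's mean compound activation plus 3 SD, cut at about 16% in these data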;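 note: peak over basal fluorescence ratio within a 140 s kinetic read after compound addition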
CHO-K1 Ca antag: nonselective inhibitor or artifact in parental CHO-K1 cells | hit rate 0.6% among 360,000 | inhibition, % at 3 µM | ATP-induced calcium, Fluo-8 fluorescence | AID 602250;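 active = inhibition above a per-plate cutoff, the plate's mean sample inhibition plus 3 SD, cut at about 24% in these data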;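 note: 0% = DMSO plus EC80 ATP and 100% = DMSO alone without ATP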
TAAR1 antagonist: human TAAR1 antagonism; hit rate 1.5% among 360,000; Q96RJ0; AID 624466; inhibition, % at 3 µM; CHO RD-HGA16 TAAR1, Fluo-8 calcium fluorescence, antagonist;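 active = inhibition above a per-plate cutoff, the mean inhibition of test compounds on that plate plus 3 SD, cut at about 49% in these data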;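 note: 0% = DMSO plus EC80 beta-PEA response and 100% = DMSO alone without agonist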
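Test system: CHO RD-HGA16 cells bearing hTAAR1 | Reagent: β-PEA, EC80 | Compound dosing: 3 µM, single point | Schedule: Dye loading 75 min at 37 °C, then 30 min room temperature | Signal: Calcium fluorescence with Fluo-8 | Evaluation: Percent inhibition of PEA-evoked calcium signal, max/basal emission ratio | Control set: DMSO-only wells and EC80 β-PEA-stimulated wells | Repeats: Singlicate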
* hit, by the source's call; · = no result given.

Below each compound – CHO parental Ca	M1 PAM parental	CHO-K1 Ca antag	TAAR1 antagonist	CHO-K1 Ca ag	V1R ag counter	M1 ag	OXTR potentiate	TAAR1 agonist
CCN1CCN(C(=S)Nc2ccc(Cl)c(Cl)c2)CC1
    -11	-7	16	21	2.0	3.2	-6	-9	10
O=C(O)CCc1ccc(-c2ccc(Cl)cc2)n1CC(=O)Nc1ccccc1
    -15	3	-16	-2	0.8	0.7	-4	-2	5
Cc1cc(-c2ccc(C)c(S(=O)(=O)NCCC(C)N3CCCCCC3)c2)on1 (stereo unspecified)
    -15	-15	-15	-28	-0.2	-0.1	-6	-7	0
CC(C)CNS(=O)(=O)c1ccc2c(c1)OCCO2
    -4	8	2	9	0.3	0.4	-7	-5	10
CCn1c(=O)c(=O)[nH]c2cc(C(=O)N3CCN(Cc4ccc5c(c4)OCO5)CC3)ccc21
    -6	8	-8	-25	0.2	0.9	-4	-16	1
O=C(CSc1nc2ccccc2s1)Nc1ccc(C(=O)O)cc1
    -6	-12	-17	-23	0.2	1.9	1	-11	3
COc1ccc(Cl)cc1Cn1c(C)c(C(=O)NCc2ccc(F)cc2)sc1=O
    ·	22	-7	6	2.9	·	-8	·	5
NC(=S)NN=C1CCCCC12CCCC2
    ·	18	-16	-9	1.0	·	-2	·	2
CC(=O)c1cc(C)ccc1OC(=O)c1cccnc1
    -24	10	-5	-11	-0.4	0.2	2	8	5
Cc1ccc(N2C(=O)Nc3ccc(Br)cc3C2(O)C(=O)NCCCN(C)C)cc1C (stereo unspecified)
    0	6	-9	-14	0.2	0.3	-2	-4	0
CCOC(=O)COc1ccc2c3c(c(=O)oc2c1)CCCC3
    -18	10	0	-24	2.6	1.1	-5	-3	2
CCCCCC(=O)N/N=C/c1ccccc1[N+](=O)[O-]
    -9	18	-18	4	2.0	-0.1	2	-8	3
C#CCOCCOCCOCCNc1nc(N2CCN(C(=O)Cn3cc(CCCN=C(N)N)nn3)CC2)nc(N2CCN(C(=O)[C@H](CCCCN)n3cc(CCC(=O)O)nn3)CC2)n1
    -8	5	-4	10	0.5	0.0	-4	2	4
Cc1ccc(N2C(=O)N3[C@H](c4ccc(F)cc4)[C@@H]4C(=O)N(C5CCCCC5)C(=O)[C@@H]4[C@]3(C)C2=O)cc1
    -45	18	-15	·	0.8	0.2	-6	5	·
O=C(Nc1cccc(S(=O)(=O)N2CCCCC2)c1)c1cc2ccccc2o1
    -8	-1	-9	48	4.9	4.2	-6	0	2
COc1ccc(-c2cc3nc4ccccc4n3c(N)c2C#N)cc1
    -9	11	-4	38	2.0	-1.1	-3	-4	7
CCOc1ccc(CCNC(=O)CCCn2c(=O)c3cccn3c3cccnc32)cc1OCC
    -7	8	2	-23	0.2	-1.4	-3	5	1
Cc1cc(C(=O)Nc2nccs2)c2cc(F)ccc2n1
    -14	-18	18	2	0.8	-1.6	-1	-2	7
CN(CC1CCN(CCc2cccc(C(F)(F)F)c2)CC1)C(=O)c1ccccc1
    -19	2	-3	-27	0.5	1.0	-9	-6	-1
COc1cc([N+](=O)[O-])ccc1NC(=O)Nc1ccc(C(=O)N2CCCC2)cc1
    -15	-6	-1	-27	0.2	0.1	-2	-4	-2
COc1ccc(NC(=O)COC(=O)CC2CC3CCC2C3)c([N+](=O)[O-])c1 (stereo unspecified)
    -16	20	-7	14	0.2	-0.6	-6	0	10
COC(=O)N1CCN(c2ccc(C)cc2)C(C)C1 (stereo unspecified)
    -5	10	-8	-19	3.5	-1.1	-1	-2	4
Cc1ccc(S(=O)(=O)CCC#N)cc1
    -4	24	-16	-28	0.1	0.9	-3	-1	0
Nc1nc2nc(-c3ccccc3)cc(C(F)(F)F)c2s1
    -13	0	-10	17	-0.1	-0.2	-4	-5	21
O=C1C2C3CCC(CC3)C2C(=O)N1c1ccccc1 (stereo unspecified)
    7	20	-11	1	1.2	0.0	-7	-1	2
COc1ccc(C(=O)NCc2nnc(SCC(=O)c3ccc(F)cc3)n2C)cc1OC
    -3	5	2	-16	0.5	-0.7	-2	1	-1
O=C(Nc1ccccc1F)c1ccncc1
    -1	7	-2	22	-0.1	1.1	1	-15	0
Cc1ccccc1S(=O)(=O)Cc1ccc(C(=O)NC2CC2)o1
    1	-1	0	-12	0.5	2.1	-1	-5	3
NS(=O)(=O)c1ccc(CNC(=O)c2cc(-c3ccccn3)nc3ccc(Cl)cc23)cc1
    -8	16	-13	3	1.7	-0.1	-5	-11	1
COC(=O)c1ccccc1-n1c(C)nc(=O)c(-c2ccccc2)c1C
    ·	-2	2	-4	0.2	·	-4	·	0

In the list so far, these contain a furan ring, fused or not:
Below each compound – CHO parental Ca	M1 PAM parental	CHO-K1 Ca antag	TAAR1 antagonist	CHO-K1 Ca ag	V1R ag counter	M1 ag	OXTR potentiate	TAAR1 agonist
O=C(Nc1cccc(S(=O)(=O)N2CCCCC2)c1)c1cc2ccccc2o1
    -8	-1	-9	48	4.9	4.2	-6	0	2
Cc1ccccc1S(=O)(=O)Cc1ccc(C(=O)NC2CC2)o1
    1	-1	0	-12	0.5	2.1	-1	-5	3

New compounds follow.
Below each compound – CHO parental Ca	M1 PAM parental	CHO-K1 Ca antag	TAAR1 antagonist	CHO-K1 Ca ag	V1R ag counter	M1 ag	OXTR potentiate	TAAR1 agonist
Cc1cc2cc(CN(Cc3ccco3)C(=O)C3CCCCC3)c(=O)[nH]c2cc1C
    -17	5	1	15	-0.4	0.8	-3	-24	8
CCc1ccc(NC(=O)C2CCCN(S(=O)(=O)c3cccs3)C2)cc1 (stereo unspecified)
    -7	17	-15	35	7.8	8.0	-8	-12	6
CCC(C)(C)C1CCC2(CC1)NC(=O)N(CC(=O)Nc1nc(-c3ccc(C)cc3)cs1)C2=O (stereo unspecified)
    -24	-5	7	-4	-0.3	-0.8	-2	-5	1
COCCNCCOCCOc1cccc(OC)c1
    -6	-3	12	1	-0.1	0.5	-4	-1	1
CCOC(=O)CN1C(=O)NC2NC(=O)NC21 (stereo unspecified)
    -10	14	-5	2	0.9	-0.5	-4	-11	2
COc1cc(C(C)=O)ccc1O
    -14	12	-9	1	0.2	0.1	-1	-7	1
O=C(NC1CCCCC1)c1cc(-c2ccc(O)cc2)on1
    -2	17	-22	7	1.7	3.1	3	-5	9
CCn1c(COc2ccc(=O)n(-c3ccccc3)n2)n[nH]c1=S
    4	-1	0	-23	0.1	0.0	-2	-9	9
COc1ccc(CCNC(=O)CN2CCOc3ccccc32)cc1OC
    5	18	-7	3	-0.1	0.8	-1	-2	1
O=C(N/N=C/c1cc2c(c([N+](=O)[O-])c1)OCO2)c1ccncc1
    -10	13	-12	-11	0.6	0.5	-2	-7	2
CN(C(=O)c1ccccc1NC(=O)C(F)(F)F)c1ccccc1
    -12	14	-11	1	0.5	0.0	-6	-3	3
COc1ccc(CN2CCC(C(=O)Nc3ccc(Oc4cccnc4)cc3)CC2)cc1
    -12	8	-6	-7	3.8	4.5	-4	-8	7
O=C(COc1c(F)c(F)c(C(F)(F)F)c(F)c1F)Nc1ccc(N2CCOCC2)c(Cl)c1
    17	17	-5	12	-0.2	3.3	-1	-13	22
O=C(Nc1c(C(=O)c2ccccc2)oc2ccccc12)c1cc(-c2ccccc2O)n[nH]1
    0	22	-4	-3	0.6	-0.2	-1	-4	4
CCCS(=O)(=O)c1nc(S(=O)(=O)c2ccc(C)cc2)c(N2CCC(C)CC2)s1
    -11	-2	5	23	-0.4	0.2	-8	-11	1
Nc1nnnn1/N=C/c1cc(Cl)cc(Cl)c1O
    11	-12	6	-1	1.9	4.3	4	-20	7
Cc1cc(C(=S)N2CCOCC2)c(C)n1-c1ccc(Cl)cc1
    -30	19	-3	-8	1.9	-0.2	-8	-9	1
COc1ccc(CNCc2ccncc2)cc1OC
    -7	6	3	-5	0.7	-0.6	-6	3	-1
CCn1c(=O)c([N+](=O)[O-])c(NCC2CCCO2)c2ccccc21 (stereo unspecified)
    -14	21	-3	-17	10	-2.0	-1	2	5
Cn1cc(S(=O)(=O)NC2CCCCC2)c(=O)n(C)c1=O
    -5	25	0	-10	1.5	0.1	-2	2	0
COc1ccccc1C(=O)NNc1ncc(C)s1
    -13	-4	-3	-11	-0.1	-0.3	-1	2	4
Cc1ccc(-c2oc3ncnc(N)c3c2-c2ccc(C)cc2)cc1
    -17	9	-9	6	-0.5	0.7	6	-6	6
CCOC(=O)c1ccc(S(=O)(=O)N2CCN(S(=O)(=O)CC)CC2)cc1
    -7	19	-5	-19	0.7	1.8	-1	-11	3
COc1ccc2[nH]c3c(=O)n4c(nc3c2c1)SCCC4
    -8	2	5	-7	12	-0.3	-13	-4	0
CCOC(=O)c1c(N)sc2c1CCC(C)C2 (stereo unspecified)
    -26	20	-9	-23	-0.1	-0.6	-4	0	2
COc1ccc(NC(=O)Nc2nnc(C(C)C)s2)cc1
    -9	3	-2	5	4.0	0.6	0	-6	7
COc1ccc(-n2cc(CNC3CCOCC3)c(-c3cccc(F)c3)n2)cc1
    -4	-2	0	5	2.7	3.2	-2	-16	8
O=C(Cn1cnc2c(nnn2Cc2ccc(Cl)cc2)c1=O)NC1CCCC1
    1	11	-8	7	1.0	0.7	-2	-6	17
Cn1nc([N+](=O)[O-])nc1Sc1ccc(C(C)(C)C)cc1
    -1	7	-9	11	0.7	0.7	-5	-16	16
Cc1ccc(CNC(=O)CSc2ncn[nH]2)cc1
    -3	7	-10	-8	-0.2	-0.6	-2	-7	2
O=C(CCc1c[nH]c2ccccc12)NCC1CCCO1 (stereo unspecified)
    -6	20	-17	16	0.6	0.9	-3	-13	1
CCCCNc1ccc(C(CC(N)=O)NC(=O)Cc2cccc3ccccc23)cc1[N+](=O)[O-] (stereo unspecified)
    -7	1	4	4	0.5	1.2	-6	-6	7
CCOC(=O)c1c(C)c(C(=O)NCc2ccccc2OC)c(C)n1C
    -35	-15	6	-4	0.4	-0.6	-5	2	5
O=C(NCc1cccnc1)c1ccc(Cl)c(S(=O)(=O)N2CCCCCC2)c1
    -23	13	-2	16	3.6	3.6	-13	-4	3
Cc1cccc(-c2csc(NC(=O)c3cnccn3)c2C(=O)OC(C)C)c1
    -19	0	-3	-8	0.0	0.2	-2	-6	7
Cc1ccc(C)c2[nH]c(=O)c(CN(CCN3CCCC3)C(=O)Nc3cccc(Cl)c3)cc12
    -17	21	-16	4	-0.1	1.9	-4	-16	6
